HT1080 IDH1KD tx – toxicity to HT-1080 IDH1 knockdown cells (counter line); HT-1080 IDH1 knockdown viability, ATP luminescence, 48 h; Potency, µM (titrated, usually from 46.1 µM), without a hit: at the highest dose activity, negative = toxicity, hits mostly cytotoxic; hit rate 2% among 360,000; AID 686971;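 further: potency means the concentration at half of the fitted maximal effect; 0% = DMSO wells and -100% = cell-free medium wells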
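Luminescent ATP read-out (CellTiter-Glo, 10 min at room temperature) after 48 h compound exposure at 37 °C gave viability of IDH1-knockdown HT-1080 cells. Activity was normalised to DMSO and cell-free wells, then fitted as concentration-response curves.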
HT1080-NT tox – kills 2HG-producing HT-1080-NT fibrosarcoma cells | HT-1080-NT fibrosarcoma viability, CellTiter-Glo ATP luminescence, 48 h | Potency, µM (highest dose often 46.1 µM), without a hit: at the top dose activity, negative = less viability, usual class: cytotoxic | hit rate 1.6% among 360,000;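 further: NT is the 2HG producing partner of a matched IDH1 knockdown line; potency means the concentration at half of the fitted maximal effect; 0% = DMSO-treated cells and -100% = media-only wells without cells; nearly all actives have a fitted effect of over 55% in size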
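Fibrosarcoma NT cells, 750 per well in 5% FBS RPMI, were exposed to compound for 48 hours. Viability: CellTiter-Glo luminescence.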
MCF10A rereplic – inducers of DNA re-replication in MCF 10A breast cells; Potency, µM (titrated, usually from 46.1 µM), inactives show at the highest dose activity, positive = re-replication, hits mostly activators; hit rate 2.9% among 350,000; MCF 10A DNA re-replication, Hoechst nuclear intensity, 48 h; AID 624296; further: potency means the concentration at half of the fitted maximal effect; % of control where 0% means no effect; nearly all actives have a fitted effect of over 50% in size
KB-V1 MDR tox – kills drug-selected multidrug resistant KB-V1 cells | Potency, µM (top dose mostly 46.1 µM), inactives show at the top dose activity change, negative = cytotoxicity, most hits filed as cytotoxic | hit rate 3.4% among 400,000 | AID 1347076 | KB-V1 MDR cells viability, CellTiter-Glo, 72 h; further: potency means the concentration at half of the fitted maximal effect; on the % scale 0 is the no-effect control and ±100 the full control effect; nearly all actives have a fitted effect of over 60% in size
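KB-V1 MDR subline cells in DMEM (phenol-red free, 10% FBS) exposed to compounds in qHTS concentration series for 72 h at 37 degrees C. Viability read by CellTiter-Glo luminescence; concentration-effect curves fitted after normalization and correction.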
HEK293 tox – cytotoxicity in counter-screen for GLP-1R inverse agonists | HEK293 cAMP-luciferase reporter cells, luminescence, 24 h | Potency, µM (top dose mostly 38.3 µM), inactives show at the highest dose activity change, negative = inhibition, usual class: inhibitors | AID 624418 | hit rate 0.13% among 410,000;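 further: loss of luciferase light is scored as toxicity; potency means the concentration at half of the fitted maximal effect; on the % scale 0 is the no-effect control and ±100 the full control effect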
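Here, cytotoxicity is scored as loss of luminescence. The MLSMR collection was tested on cells seeded in medium containing 10% Nu serum, with a 24 hr compound exposure preceded by 12 hours of culture.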
D3 ag – agonists of human D3 dopamine receptor | D3R DiscoveRx beta-arrestin cells, luminescence, 90 min | max activation, % | hit rate 0.58% among 410,000; in the data active means max activation above about 30%; further: 0% is about no effect; mostly tested at two doses, the higher about 12 µM
Target sequence (P35462 whole entry, looked up): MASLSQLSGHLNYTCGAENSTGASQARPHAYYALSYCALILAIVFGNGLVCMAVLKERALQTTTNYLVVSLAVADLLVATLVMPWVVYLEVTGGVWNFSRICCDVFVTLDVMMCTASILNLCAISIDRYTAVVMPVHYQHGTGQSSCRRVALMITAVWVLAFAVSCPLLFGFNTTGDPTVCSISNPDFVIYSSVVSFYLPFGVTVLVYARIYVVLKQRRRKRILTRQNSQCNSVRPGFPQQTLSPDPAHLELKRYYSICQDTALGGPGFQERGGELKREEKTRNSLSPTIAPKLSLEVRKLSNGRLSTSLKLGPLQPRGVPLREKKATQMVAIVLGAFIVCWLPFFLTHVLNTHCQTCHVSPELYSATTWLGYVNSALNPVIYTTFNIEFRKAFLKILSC
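Agonist-mode cell screen: cells plated at 1500/well and incubated overnight at 37 °C, then exposed to library compounds for 90 min at 37 °C. Detection reagent was added for 30–60 min at room temperature, and luminescence was read.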
KB-3-1 tox – KB-3-1 parental cell cytotoxicity; KB-3-1 viability, CellTiter-Glo ATP luminescence, 72 h; Potency, µM (doses to about 46.1 µM), inactives show at the top dose activity change, negative = cytotoxic, actives largely listed as cytotoxic; hit rate 1.4% among 400,000; further: potency means the concentration at half of the fitted maximal effect; on the % scale 0 is the no-effect control and ±100 the full control effect; nearly all actives have a fitted effect of over 60% in size
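Using CellTiter-Glo luminescence, growth of non-resistant KB-3-1 adenocarcinoma cells is assessed 72 h after pin-tool compound addition at 37 °C. Normalized responses across the concentration series yield fitted curves.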
IL-1B inflam inh – inflammasome signaling inhibition, IL-1 beta readout | THP-1 LPS/ATP IL-1B secretion, AlphaLISA, 16 h; stronger effect = lower value | hit rate 4.7% among 360,000 | AID 743279 | activity change, % at 57.5 µM; in the data active means activity change below about -50%; inconclusive means mostly about -30% to -49%; further: on the % scale 0 is the no-effect control and ±100 the full control effect
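Secreted IL-1B measured by AlphaLISA bead assay after 16 h compound exposure of THP-1 cells; compounds (final up to 57.5 uM) added 1 h before LPS (250 ng/mL) and ATP (1.25 mM) stimulation; lower signal means less secretion.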
SW480 rereplic – induces DNA re-replication in SW480 colon adenocarcinoma cells; AID 624297; hit rate 1.8% among 340,000; Potency, µM (top dose mostly 46.1 µM), without a hit: top-dose re-replication activation, usual class: activators; SW480 DNA re-replication, Hoechst DNA content imaging, 48 h; further: potency means the concentration at half of the fitted maximal effect; % of control where 0% means no effect; nearly all actives have a fitted effect of over 55% in size
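Readout is total intensity of Hoechst-stained nuclei, excited at 405 nm and collected at 500-530 nm. Compound treatment lasted 48 hr at 37 C in 5% CO2 before staining.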
* hit, by the source's call; ? = inconclusive; . = no result given; [ ] = dose if it differs, or a comment. Unless noted, the call rests on the fitted dose curve; in most records, active means well fitted curve in the direction sought with a large enough effect; inconclusive means small, poorly fitted or top-dose-only effect, or another doubt; inactive means no such curve, though single readings can be large; an effect the other way counts as inactive or inconclusive.

Start of the data: the first three records as a preview:
SMILES | HT1080 IDH1KD tx | HT1080-NT tox | MCF10A rereplic | KB-V1 MDR tox | HEK293 tox | D3 ag | KB-3-1 tox | IL-1B inflam inh | SW480 rereplic
CC1=CC(c2ccccc2)n2nc(N)nc2N1 (stereo not given) | 9% | 5% | -14% | 13% | -8% | 4 | 6% | 7 | -36%[inhibitor]
Cc1ccnc(NC(=O)c2cccc(S(=O)(=O)NCc3ccccc3)c2)c1 | 3% | -1% | 10% | -10% | ? | 4 | -28% | 5 | -1%
CCCCCCCCCCCCCCCC[N+](C)(C)CCl | -30% | -11% | 25% | -2% | ? | -7 | ? | -92* | 21µM*

This part in full, from the first entry:
SMILES | HT1080 IDH1KD tx | HT1080-NT tox | MCF10A rereplic | KB-V1 MDR tox | HEK293 tox | D3 ag | KB-3-1 tox | IL-1B inflam inh | SW480 rereplic
CC1=CC(c2ccccc2)n2nc(N)nc2N1 (stereo not given) | 9% | 5% | -14% | 13% | -8% | 4 | 6% | 7 | -36%[inhibitor]
Cc1ccnc(NC(=O)c2cccc(S(=O)(=O)NCc3ccccc3)c2)c1 | 3% | -1% | 10% | -10% | ? | 4 | -28% | 5 | -1%
CCCCCCCCCCCCCCCC[N+](C)(C)CCl | -30% | -11% | 25% | -2% | ? | -7 | ? | -92* | 21µM*
COc1cccc(-c2nnc(-c3ccccc3NC(=O)c3ccc(C(C)(C)C)cc3)o2)c1 | 5% | 0% | -2% | 0% | -10% | 6 | 5% | 2 | 5%
COc1cc(C(=O)NCCc2ccc3c(c2)OCO3)cc(OC)c1OC | 1% | 3% | 17% | -1% | -3% | -5 | 2% | 20 | -4%
COC(=O)/C=C/c1oc2ccccc2c1C | 2% | 3% | -10% | 4% | -13% | 0 | -14% | 7 | -3%
COc1ccc(CN2CCNC(=O)C2CC(=O)O)cc1OC (stereo not given) | 7% | 14% | 1% | 5% | 2% | 1 | 3% | 16 | -1%
O=C(NCCO)C(c1ccccc1)c1ccccc1 | 2% | 6% | -3% | -5% | 11% | -3 | 13% | 2 | -9%
COc1ccc(-n2nc(C(=O)NCC(=O)NCc3ccc(F)cc3)c3ccccc3c2=O)cc1 | -4% | -22% | 7% | -23% | -21% | 3 | 22% | -8 | -1%
O=S(=O)(c1ccc(S(=O)(=O)N2CCC(O)CC2)cc1)N1CCCC1 | -1% | 11% | -9% | 3% | -5% | 3 | 0% | 12 | 1%
CCOC(=O)c1c(S(=O)(=O)N2CCCC(C(=O)N3CCN(c4cccc(C)c4C)CC3)C2)c(C)n(C)c1C (stereo not given) | . | . | . | 10% | -9% | -8 | -5% | . | .
COc1ccc(CNC(=O)C(CC(C)C)N2Cc3ccccc3C2=O)cc1 (stereo not given) | . | . | . | -29% | -14% | -18 | -1% | . | .
O=C(O)COc1ccc2c(c1)O/C(=C\c1cccs1)C2=O | 12% | 1% | ? | 18% | -22% | -16 | 3% | -4 | 16µM*
COc1ccc(NC(=O)C2CCCC2)cc1 | 4% | 0% | -8% | 19% | 4% | -7 | 13% | -8 | -1%
O=C1CC(NCC2CCCO2)C(=O)N1c1ccc(F)cc1 (stereo not given) | 12% | 5% | -1% | ? | 5% | 0 | 8% | 23 | 0%
COC(=O)c1ccc2c(=O)[nH]c(CSc3nnc(C(F)(F)F)n3C)nc2c1 | 19% | 23% | -4% | -1% | 4% | 2 | 1% | 17 | -5%
CCc1c(C)nc2ncnn2c1Nc1ccc(C#N)c(Cl)c1 | -13% | 9% | -3% | ? | -6% | 15 | 12% | 20 | -8%
Nc1nnnn1CC(=O)N/N=C/c1ccc(-c2cccc(Cl)c2)o1 | -15% | 23% | ? | 6% | 26% | 3 | 4% | -10 | ?
COCCn1c(SCC(=O)Nc2ccc(F)cc2)nc2c(c1=O)SCC2 | -1% | 2% | . | -3% | -3% | 2 | 3% | 24 | .
COc1ccccc1NS(=O)(=O)c1ccc(N/N=C/c2ccccc2OCC(=O)O)c([N+](=O)[O-])c1 | -14% | -17% | ? | 24% | -23% | -17 | 8% | -3 | -11%
CCc1ccc(OCC(=O)N(C)C)c(Br)c1 | 14% | -5% | 0% | -14% | -15% | 2 | -4% | -11 | -4%
O=C(Nc1ccccc1)N1CCN(Cc2ccccc2)CC1 | 3% | 2% | 2% | 1% | 1% | 0 | 0% | -4 | -1%
CC(=O)OCc1cnc(C)c2oc(=O)c(C(=O)Nc3ccc(C)cc3Cl)cc12 | . | . | . | 8% | 7% | -13 | 6% | . | .
NC(=O)c1cccc(N=Cc2cc(Cl)cc(Cl)c2O)c1 | 5% | 4% | -5% | ? | 46%[activator] | -14 | 1% | 91 | 23%
Cc1ccc(N2CC(O)(c3cccs3)[N+]3=C2CCCC3)cc1 (stereo not given) | 0% | 4% | -4% | -9% | -6% | -19 | -13% | -2 | 0%
Cc1ccccc1-c1n[nH]c(=S)n1C | 17% | 16% | -4% | 1% | -7% | 1 | 0% | 16 | -6%
COc1cc(NC(=S)NC(=O)c2ccc(C)cc2C)ccc1NC(=O)c1cccs1 | 12% | 10% | 19% | 0% | -1% | -3 | -3% | 25 | 8%
CCn1c(C)nc2cc(C(=O)NNC(=O)CN(C)S(=O)(=O)c3ccc(NC(C)=O)cc3)ccc21 | 0% | -1% | -14% | ? | 6% | 0 | -4% | -4 | 3%
CC(=O)c1cccc(S(=O)(=O)Nc2cccnc2)c1 | 2% | -3% | 3% | -8% | 0% | -9 | 26% | 11 | -8%
CCc1ccccc1NC(=O)/C(=C/c1ccccc1)c1ccccc1 | ? | -26% | 0% | -27% | 1% | 7 | 2% | 8 | -17%
CC(C)(C)C(=O)NNC(=O)COc1ccc2ccccc2c1Br | 8% | 0% | 1% | ? | -7% | 5 | ? | -11 | -1%
C=CCn1c(SC)nnc1-c1ccc2ncccc2c1 | ? | 25% | 0% | 0% | -26% | 12 | 27% | -13 | -2%
Cc1cc(C)c(NC(=O)c2ncoc2-c2ccco2)c(C)c1 | . | . | . | -5% | -7% | -21 | 0% | . | .
COc1cccc(C(=O)NNC(=O)C2CC(C)=C(C)CC2C(=O)O)c1 (stereo not given) | 15% | 15% | -2% | 16% | -5% | 2 | 0% | -6 | -6%
O=C(Cc1c(O)c2ccccc2[nH]c1=O)NCc1cccc(F)c1 | -5% | 8% | -2% | 8% | -7% | 8 | 3% | 10 | -4%
CC(=O)Nc1cc(C(F)(F)F)ccc1Oc1cccc(Br)c1 | -22% | -17% | ? | -26% | -18% | 2 | ? | ? | ?
O=C(COc1ccc(-n2cnnn2)cc1)Nc1ccccc1Cl | -8% | 1% | -3% | 27% | -15% | 1 | -1% | -14 | -9%
CCOc1ccc(NS(=O)(=O)c2ccc(NS(C)(=O)=O)cc2)cc1 | -8% | 2% | -5% | ? | -9% | -8 | 0% | 14 | 0%
COC(=O)C1CCN(S(=O)(=O)c2cn(C)c(=O)n(C)c2=O)CC1 | 7% | 12% | -2% | 11% | -4% | 2 | 7% | 25 | -9%
COc1ccccc1NC(=O)c1ccc2[nH]c(C)c(C)c2c1 | 3% | 2% | 10% | 0% | 3% | -8 | 7% | 0 | 1%
CC(OC(=O)CN(C)S(=O)(=O)c1ccc(Cl)cc1)C(=O)Nc1ncc(Cl)cc1Cl (stereo not given) | -5% | 7%[9.24 µM] | -4% | 4% | -14% | -12 | 8% | -4 | -1%
COc1ccc(CC(=O)Nc2ccc(OC)nc2)cc1 | 16% | 17% | -3% | 14% | 2% | -5 | 17% | -1 | 6%
Cc1nc(SCC(=O)N2c3ccccc3Sc3ccccc32)n[nH]1 | -5% | -1% | 0% | 5% | 1% | -7 | 1% | -13 | 3%
CC(C)N1C(=O)S/C(=C/c2ccccc2OCc2ccc(C(=O)O)cc2)C1=O | -24% | -14% | ? | 5% | -9% | -10 | 1% | -4 | 9%
O=C(OCc1ccc(F)cc1)c1cc2ccccc2cc1O | 6% | 15% | ? | 6% | 9% | 0 | 0% | -8 | -15%
COc1ccc(N(CC(=O)N2CCc3ccccc3C2)S(C)(=O)=O)cc1 | 22% | 2% | -8% | -7% | -9% | -1 | -5% | 26 | 11%
CN1CCc2nc(SCc3ccc(Cl)cc3)c(C#N)c(-c3cccs3)c2C1 | ? | -10% | ? | 2% | 16% | -38 | -7% | -12 | ?
CC(C)CC(=O)c1c[nH]c(C(=O)NCc2cccnc2)c1 | -5% | -8% | -7% | -4% | 2% | -2 | ? | -9 | -10%
NS(=O)(=O)c1ccc(CNC(=S)Nc2ccc(Cl)c(Cl)c2)cc1 | -29% | ? | 4% | 0% | -8% | 6 | 2% | 29 | 2%
O=[N+]([O-])c1ccc(Oc2ccc(Oc3ccc(C(F)(F)F)cn3)cc2)nc1 | -5% | -1% | -2% | -20% | -3% | -8 | -4% | ? | ?
COc1cc(NC(=O)[C@@H](NC(=O)N2CCn3c2nc2ccccc23)C(C)C)cc(OC)c1 | -19% | 1% | 18% | 5% | ? | -1 | -4% | ? | -33%[inhibitor]
COC(=O)c1c(NC(=O)c2nc(SCc3ccc(F)cc3)ncc2Cl)sc2c1CCCC2 | . | . | . | 11% | -2% | 0 | 0% | . | .
CCN(CCCNC(=O)Cn1cc2c(n1)CCCC2)c1cccc(C)c1 | -6% | -2% | 0% | -17% | 2% | -6 | 2% | -10 | 7%
Cc1ccc(-c2ccc(/C=N\n3cnnc3)o2)c(Br)c1 | 1% | -15% | 7% | 11% | -9% | 1 | 0% | -17 | 10%
Cc1ccc(OCCOC(=O)c2sc(=S)n(C)c2C)cc1 | -9% | 8% | 14% | -21% | -12% | 3 | -11% | 51 | ?
COc1ccc(N2C(=O)CC(N3CCN(c4cccc(Cl)c4)CC3)C2=O)cc1 (stereo not given) | -1% | -2% | -2% | 12% | 7% | -3 | -14% | 0 | 2%

Bioassay records from PubChem.
